Compound activity as filed in PubChem BioAssay.
15-hLO inh – qHTS Assay for Inhibitors of 15-hLO (15-human lipoxygenase). Polyunsaturated fatty acid lipoxygenase ALOX15 (Homo sapiens), P16050. purified 15hLO-1, xylenol orange hydroperoxide absorbance. Potency, µM (doses to about 57.1 µM), for the others: top-dose activity change, negative = inhibition, actives largely listed as inhibitors. 74,000 tested, 1.4% active. AID 887, 2007; further: potency means the concentration at half of the fitted maximal effect; on the % scale 0 is the no-effect control and ±100 the full control effect; nearly all actives have a fitted effect of over 55% in size
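40 nM 15hLO-1 + cpd, 15 min RT; start w/ 50 uM AA (final), 6 min RT; stop/detect w/ 200 uM XO + 300 uM Fe(II) in 50 mM H2SO4, 30 min; A573/A405. Buffer 25 mM Hepes pH 7.5, 0.01% Triton X-100. No-enzyme wells as negative control.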
ERK AVP block – qHTS Assay for Inhibitors of the ERK Signaling Pathway using a Homogeneous Screening Assay; Potency, µM (top dose mostly 57.5 µM), for the others: top-dose activity, negative = inhibition, most hits filed as inhibitors; HEK293-V1b, vasopressin-stimulated pERK AlphaScreen; 72,000 tested, 0.99% active; further: potency means the concentration at half of the fitted maximal effect; on the % scale 0 is the no-effect control and ±100 the full control effect; nearly all actives have a fitted effect of over 55% in size
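Phosphorylated ERK1/2 detected via AlphaScreen bead proximity in lysates of V1b-expressing HEK293 cells given 25 nM vasopressin for 5 min after 30 min compound exposure (37 °C). AC50 from Hill equation; basal DMSO 0%, vasopressin 100%.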
Luciferase inh – qHTS Assay for Inhibitors of Firefly Luciferase. Luciferin 4-monooxygenase (Photinus pyralis), P08659. purified firefly luciferase, luminescence, 8 min. Potency, µM (doses to about 57.1 µM), inactives show at the highest dose activity change, negative = inhibition, actives largely listed as inhibitors. 72,000 tested, 2.2% active. AID 411, 2009; further: potency means the concentration at half of the fitted maximal effect; on the % scale 0 is the no-effect control and ±100 the full control effect; nearly all actives have a fitted effect of over 40% in size
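Luminescence read-out after 8 min at room temperature; enzyme reaction used luciferin plus 10 uM ATP (linear range) in imidazole buffer pH 7.2 with KCl, MgCl2, Tween 20 and BSA. Each sample was run as a titration.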
Tau fil binding – qHTS Assay for Tau Filament Binding; Potency, µM (top dose mostly 57.1 µM), for inactives: at the top dose activity change, negative = inhibition; recombinant tau filaments, thioflavin S fluorescence, 15 h; filaments grown with octadecylsulfate alongside compound; 71,000 tested, 2% active; Microtubule-associated protein tau (Homo sapiens), P10636;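 further: potency means the concentration at half of the fitted maximal effect; on the % scale 0 is the no-effect control and ±100 the full control effect; actives lower thioflavin S fluorescence by blocking filaments or displacing dye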
Target sequence (P10636 whole entry, looked up): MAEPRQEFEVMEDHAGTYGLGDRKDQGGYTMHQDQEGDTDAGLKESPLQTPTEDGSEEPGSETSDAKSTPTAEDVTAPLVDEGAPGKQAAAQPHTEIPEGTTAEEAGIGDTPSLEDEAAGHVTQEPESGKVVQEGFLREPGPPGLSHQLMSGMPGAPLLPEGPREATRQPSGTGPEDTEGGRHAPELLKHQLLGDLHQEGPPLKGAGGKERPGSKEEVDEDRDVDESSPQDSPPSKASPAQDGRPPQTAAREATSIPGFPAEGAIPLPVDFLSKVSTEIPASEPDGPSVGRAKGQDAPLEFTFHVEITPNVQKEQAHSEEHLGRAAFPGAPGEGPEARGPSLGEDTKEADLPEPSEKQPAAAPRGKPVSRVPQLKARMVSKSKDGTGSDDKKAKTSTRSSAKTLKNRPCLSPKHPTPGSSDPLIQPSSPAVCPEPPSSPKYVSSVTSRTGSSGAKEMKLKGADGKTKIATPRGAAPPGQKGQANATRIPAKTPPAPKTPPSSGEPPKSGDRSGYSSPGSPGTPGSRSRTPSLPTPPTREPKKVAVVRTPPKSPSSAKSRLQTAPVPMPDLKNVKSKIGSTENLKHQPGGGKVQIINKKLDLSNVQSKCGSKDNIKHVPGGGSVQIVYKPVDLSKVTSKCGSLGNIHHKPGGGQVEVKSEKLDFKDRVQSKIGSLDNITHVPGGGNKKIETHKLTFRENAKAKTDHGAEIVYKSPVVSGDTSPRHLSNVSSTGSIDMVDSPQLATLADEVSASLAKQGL
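Recombinant tau protein (human, 1 uM final) plus 30 uM ODS in HEPES pH 7.4 with NaCl, DTT and thioflavine S. Compound present from the start; fluorescence at 510 nm after 15 h, 37 C.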
CRE-bla Fsk – Cell signaling CRE-BLA (Fsk stim). CHO CRE-bla reporter (cAMP response element driving beta-lactamase), forskolin EC10, beta-lactamase ratio. Potency, µM (titrated, usually from 38.2 µM), for inactives: top-dose activity change, negative = inhibition, actives largely listed as activators. 71,000 tested, 2.5% active. AID 662, 2007; active means well fitted activation curve with a large enough effect in the signal ratio, with a control signal flat, not every such curve was filed as active; inconclusive means small, poorly fitted or top-dose-only effect, or effect the other way, or a change in a side signal; the % refers to the signal ratio; further: potency means the concentration at half of the fitted maximal effect; % of control where 0% means no effect
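Using CellSensor CRE-bla CHO cells in Opti-MEM with 0.5% dialyzed FBS, compounds were titrated with EC10 NKH 477 for 3 h at 37 °C. CCF4 ratio (460/530 nm) gave %Activity; AC50 derived.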
TexasRed autofl – qHTS Assay for Spectroscopic Profiling in Texas Red Spectral Region | Compound fluorescence, Texas Red channel, 547/618 nm; stronger effect = higher value | max dye-equivalent concentration, M | 59,000 tested, 0.06% active | AID 587, 2007; in the data active means max dye-equivalent concentration above about 10 nM; inconclusive means between about 1.1 nM and that limit
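Pin-transferred compounds and Texas Red standards go into 100 mM Tris buffer, pH 8.0. After 15 min at room temperature, plates are imaged with 547/618 nm filters. Each value is a dye-equivalent concentration derived from the per-plate dye curve.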
HBB splicing – qHTS Assay for Modulators of Hemoglobin Beta Chain Splicing; HBB splicing reporter cell assay, activation; EGFP reporter with mutant IVS2-654 intron; response scale: normalised to 500 nM splice-correcting PNA; Potency, µM (highest dose often 46.1 µM), for the others: at the highest dose activation, hits mostly activators; 65,000 tested, 0.06% active; further: potency means the concentration at half of the fitted maximal effect; 0% is about no effect
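Compounds were applied for 2 days to HeLa EGFP-654 cells, 500/well in Optimem with 2% FCS. The reporter's EGFP is disrupted by mis-splicing of beta-globin intron IVS2-654. Readout: summed well GFP fluorescence from 488 nm laser scanning; reference was 500 nM antisense […] 654 PNA.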
Pol III holo inh – qHTS Assay for Inhibitors of DNA Polymerase III Holoenzyme System; Potency, µM (titrated, usually from 57.1 µM), inactives show at the highest dose activity change, negative = inhibition; 71,000 tested, 0.25% active; reconstituted DNA polymerase III holoenzyme replication, biochemical; further: potency means the concentration at half of the fitted maximal effect; on the % scale 0 is the no-effect control and ±100 the full control effect
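Reconstituted *E. coli* holoenzyme (0.35 nM Pol III, 1 nM beta, 154 nM SSB, 2 nM primase) was preincubated with compound for 15 min at RT. Synthesis on 1.4 nM ssM13Gori ran 35 min, then was stopped with PicoGreen/EDTA and read as dsDNA fluorescence.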
Hsp90 Hop PPI – qHTS Assay for Disrupters of an Hsp90 Co-Chaperone Interaction | Potency, µM (series often up to 57 µM), for inactives: at the top dose activity change, negative = inhibition | AID 595, 2007 | 71,000 tested, 0.44% active | Hsp90 C-terminal peptide / TPR2A (Hop) interaction, human | AlphaScreen TPR2A-His6 binding biotin-Hsp90 C-terminal peptide; active means well fitted curve in either direction with a large enough effect; inconclusive means small, poorly fitted or top-dose-only effect, or another doubt; further: potency means the concentration at half of the fitted maximal effect; on the % scale 0 is the no-effect control and ±100 the full control effect; many of its hits are not listed in these tables
Rhodamine fluor – qHTS Assay for Spectroscopic Profiling in Rhodamine Spectral Region | 59,000 tested, 0.05% active | Rhodamine-region fluorescence, 547/598 nm, Tris buffer; stronger effect = higher value | AID 594, 2007 | max dye-equivalent concentration, M; in the data active means max dye-equivalent concentration above about 11 nM; inconclusive means between about 1.1 nM and that limit
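Steps: pin-transfer compounds into pH 8.0 Tris (100 mM), hold 15 min at room temperature, image with a 547/598 nm filter pair, and convert intensities to rhodamine-equivalent concentration using a six-point on-plate rhodamine series.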
HADH2 inhib – qHTS Assay for Inhibitors of HADH2 (Hydroxyacyl-Coenzyme A Dehydrogenase, Type II). Potency, µM (series often up to 57.1 µM), without a hit: at the highest dose activity change, negative = inhibition, hits mostly inhibitors. AID 886, 2007. 73,000 tested, 3.4% active. 3-hydroxyacyl-CoA dehydrogenase type-2 (Homo sapiens), Q99714. recombinant HADH2, NADH fluorescence, beta-hydroxybutyryl-CoA; further: potency means the concentration at half of the fitted maximal effect; on the % scale 0 is the no-effect control and ±100 the full control effect; nearly all actives have a fitted effect of over 60% in size; many of its hits are not listed in these tables
Target sequence (Q99714 whole entry, looked up, one chain of several): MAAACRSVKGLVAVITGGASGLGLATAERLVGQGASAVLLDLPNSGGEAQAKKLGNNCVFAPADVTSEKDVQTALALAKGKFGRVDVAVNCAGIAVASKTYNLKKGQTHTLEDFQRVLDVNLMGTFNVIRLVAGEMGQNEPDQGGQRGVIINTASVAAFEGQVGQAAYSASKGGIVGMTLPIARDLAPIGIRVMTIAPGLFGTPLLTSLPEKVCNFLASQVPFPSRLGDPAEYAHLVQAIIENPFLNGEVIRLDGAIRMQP
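Activity measured as NADH fluorescence gain (360/450 nm), taken as the change between first and last reads of a 4-min kinetic run. Conditions: pH 9.0 Tris buffer, 20 nM E. coli-expressed His-tagged enzyme, 1 mM NAD+, 90 uM beta-hydroxybutyryl-CoA; 15-min compound preincubation.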
* marks the source's active call; other numbers are inactive results; i = inactive; ? = inconclusive; · = not tested or not shown; [ ] = another dose, or the depositor's remark. Unless noted, the call rests on the fitted dose curve; in most records, active means well fitted curve in the direction sought with a large enough effect; inconclusive means small, poorly fitted or top-dose-only effect, or another doubt; inactive means no such curve, though single readings can be large; an effect the other way counts as inactive or inconclusive. This is a subset, so the mix of outcomes need not match the whole.

SMILES	15-hLO inh	ERK AVP block	Luciferase inh	Tau fil binding	CRE-bla Fsk	TexasRed autofl	HBB splicing	Pol III holo inh	Hsp90 Hop PPI	Rhodamine fluor	HADH2 inhib
CC1CN(c2nc3ccccc3nc2C(C#N)C(=O)NCc2ccc3c(c2)OCO3)CC(C)O1 (stereo not given)	-6%	6%	4%	-20%	?	i	0.3%	5%	1%	i	1%
COC(=O)Nc1ccc(C)c(NC(=O)OC)c1	3%	2%	-2%	-2%	5%	i	-1.6%	-6%	0%	i	-1%
CCCOC(=O)c1ccc(OCC(O)Cn2c(C)nc3ccccc32)cc1 (stereo not given)	10%	13µM*	-8%	113%	-13%	·	-0.5%	2%	-6%	·	3%
Cc1cccc(NC(=O)CCN2C(=O)C3C4C=CC(C4)C3C2=O)n1 (stereo not given)	1%	5%	0%	-2%	?	i	5.2%	5%	-4%	i	3%
CCOC(=O)Cn1c(C)c(Br)c(=O)c2cccc(C)c21	0%	3%	0%	-14%	1%	i	0.0%[57.5 µM]	-3%	19%	i	2%
Cc1cc(Cl)c2c(c1)[C@]1(C(=O)N2)[C@@H]2C(=O)N(Cc3ccccc3)C(=O)[C@@H]2[C@@H]2CCCN21	-30%	-28%	-3%	?	-6%	i	-1.0%	-13%	-8%	i	-9%
CCCCC(=O)N(c1ccc(OC)cc1)C1C=CS(=O)(=O)C1 (stereo not given)	3%	-10%	0%	6%	-3%	i	-1.6%	-2%	-4%	i	10%
Cc1cc(Cl)cc(Br)c1OCCCCn1cncn1	-3%	-8%	0%	-6%	7%	?	-1.8%	-3%	4%	i	2%
Cc1[nH]c(=O)[nH]c(=O)c1S(=O)(=O)N1CCOCC1	12%	6%	1%	0%	2%	·	0.9%[9.22 µM]	-9%	-4%	·	-2%
CCOC(=O)CSc1nnc(CNC(=O)c2cccs2)n1CCc1ccccc1	0%	-8%	2%	-13%	?	i	3.1%	-2%	1%	i	-2%
CC1CCCC(NC(=O)CSc2nccn2C)C1C (stereo not given)	5%	-7%	4%	9%	-3%	i	-0.4%	-4%	0%	i	-6%
N#CC(=C1CCCC1)c1nc(-c2ccccc2O)cs1	?	2%	13µM*	13µM*	3%	i	-0.3%[57.5 µM]	8%	-13%	i	-15%
O=C1CC(NCc2ccncc2)C(=O)N1c1ccccc1 (stereo not given)	3%	-25%	1%	15%	-14%	·	0.4%	-1%	-6%	·	11%
O=C(Cn1c(=O)n(-c2ccccc2)c(=O)n1CC(=O)N1CCCCC1)N1CCCCC1	-2%	13%	4%	8%	-4%	·	-1.4%[9.22 µM]	-7%	-4%	·	6%
O=C(O)c1ccccc1NCn1c(=S)sc2ccccc21	-16%[11.4 µM]	-1%[11.5 µM]	5%[11.4 µM]	-2%[11.4 µM]	-4%[7.6 µM]	i	3.3%[9.22 µM]	-13%[11.4 µM]	-3%[11 µM]	i	-20%[11.4 µM]
CNS(=O)(=O)c1cccc(C(=O)OCC(=O)Nc2ccccc2OC(F)F)c1	-1%	3%	-37%	0%	?	?	-4.7%	-13%	-3%	i	6%
COC(=O)c1[nH]c2ccccc2c1NS(=O)(=O)c1ccc(F)c(C)c1	-4%	6%	2%	6%	-13%	i	-0.5%	-7%	1%	i	5%
Fc1ccc(-c2nnn(Cc3nc4ccccc4s3)n2)cc1	-18%	29%	-3%	-16%	29%	i	0.1%[57.5 µM]	-4%	23%	i	9%
COc1ccc(-c2cc(=O)oc3c(C)c(OCc4nn[nH]n4)ccc23)cc1	0%	-8%	4%	-2%	-6%	i	-0.5%[57.5 µM]	0%	-1%	i	?
Cc1nnc(SCC(=O)Nc2ccccc2)n1CCc1ccccc1	2%	5%	-6%	4%	-5%	i	·	-5%	0%	i	19%
Cc1ccc(S(=O)(=O)N2CCN(C(=O)CN3CCOCC3)C2c2ccccc2)cc1 (stereo not given)	1%	-14%	-3%	3%	5%	?	-4.0%	-4%	-1%	i	7%
CCOC(=O)C1CCCN(C(=O)C2c3ccccc3Oc3ccccc32)C1 (stereo not given)	-3%[11.4 µM]	2%	-1%	6%[11.4 µM]	?	·	-2.9%[0.0738 µM]	-3%[11.4 µM]	-1%[11 µM]	·	6%[11.4 µM]
CCOC(=O)Nc1ccc2c(c1)N(C(=O)OCCN(C)C)c1ccccc1CC2	6%	13%	-5%	?	-5%	·	1.6%	-2%	-5%[2.3 µM]	·	-9%
COc1ccccc1CNC(=O)C1CCCN(S(=O)(=O)c2cccc3cccnc23)C1 (stereo not given)	0%	1%	4%	-10%	?	·	-0.5%	1%	-5%	·	-2%
O=C(c1cccc(S(=O)(=O)N2CCCC2)c1)N1CCN(c2ccccc2)CC1	3%	6%	3%	2%	0%	i	1.1%	-4%	-1%	i	1%

(cont.)
SMILES	15-hLO inh	ERK AVP block	Luciferase inh	Tau fil binding	CRE-bla Fsk	TexasRed autofl	HBB splicing	Pol III holo inh	Hsp90 Hop PPI	Rhodamine fluor	HADH2 inhib
O=C(O)CC1SC(=Nc2ccccc2)N(c2ccccc2)C1=O (stereo not given)	3%	-27%	-2%	-6%	?	i	-0.7%	0%	-2%	i	-3%
CCSc1nnc(-c2ccccc2N)c(=O)[nH]1	-9%	-16%	-1%	-14%	?	i	0.3%	-3%	-4%	i	-11%
COc1ccc(OC)c(S(=O)(=O)N2CCC(C(=O)Nc3cccc(C(F)(F)F)c3)CC2)c1	-25%	16µM*	0%	-6%	?	i	1.3%	1%	1%	i	-5%
O=C(NCCCn1ccnc1)c1ccc(Cl)c(S(=O)(=O)N2CCOCC2)c1	11%	-23%	3%	-9%	-2%	i	2.4%[0.369 µM]	-2%	-3%	i	-6%
CCOC(=O)N1CCN(S(=O)(=O)c2ccc(OCC(=O)OC)cc2)CC1	4%	-6%	2%	11%	-1%	?	0.0%	-5%	-4%	i	-1%
Cn1c(=O)c2c(nc(CN3CCN(c4ccc(F)cc4)CC3)n2Cc2ccccc2F)n(C)c1=O	-3%	-9%	1%	4%	?	i	-1.6%	-4%	-3%	i	-9%
Nc1ccc(SC(F)(F)F)cc1C(=O)c1ccccc1	-13%	37%[activator]	0%	-23%	?	·	1.0%[9.22 µM]	-1%	1%	·	-5%
Cc1noc(C)c1-c1nc(NCc2cccs2)c2ccccc2n1	13µM*	?	-3%[2.29 µM]	83%	?	i	3.3%	0%	-7%	i	25µM*
CC(=O)NC1(c2ccccc2)CCN(Cc2nnnn2C(C)(C)C)CC1	5%	-2%	-1%	6%	-10%	i	-1.3%	-4%	-6%	i	2%
COc1ccc(-c2nnnn2C)cc1S(=O)(=O)NCc1ccccc1	3%	-8%	4%	-1%	3%	i	1.1%	-14%	1%	i	15%
COc1cc2[nH]c(=O)n(CCC(=O)NC3CCCC3)c(=O)c2cc1OC	5%	25%	0%	4%	11%	i	0.9%	3%	-1%	i	-3%
CS(=O)(=O)c1ccc2nc(NC(=O)CCC(=O)c3cccs3)sc2c1	1%	4%	-4%	?	-23%	i	-4.3%	-4%	-4%	i	-14%
C[C@H]1[C@H](C)OC(=O)C[C@H](O)C[C@H](O)C[C@H](O)CC[C@H](O)[C@H](O)CC(=O)C[C@H](O)[C@H](C(=O)O)[C@H](O)C[C@H](O[C@@H]2O[C@@H](C)[C@H](O)[C@@H](N)[C@@H]2O)C=CC=CC=CC=CCCC=CC=C[C@@](C)(O)[C@H]1O	?	-4%[11.5 µM]	2%[11.4 µM]	24%[11.4 µM]	1%[7.6 µM]	i	2.5%[9.22 µM]	-1%[11.4 µM]	-4%[11 µM]	i	11%[11.4 µM]
Cc1c(Cc2ccccc2)c(=O)oc2c(CN(C)C)c(O)c(Cl)cc12	2%	3%	0%	15%	10µM*	i	-4.4%	-2%	3%	i	?
